MITF inh: inhibitors of human MITF; O75030; AlphaScreen MITF homodimerization, bead proximity signal; inhibition, % at 2.6 µM; 650,000 tested, 0.91% active; AID 1259374; in the data active = inhibition above about 50%;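 also: 0% = vehicle wells with protein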
Target sequence (O75030 whole entry, looked up): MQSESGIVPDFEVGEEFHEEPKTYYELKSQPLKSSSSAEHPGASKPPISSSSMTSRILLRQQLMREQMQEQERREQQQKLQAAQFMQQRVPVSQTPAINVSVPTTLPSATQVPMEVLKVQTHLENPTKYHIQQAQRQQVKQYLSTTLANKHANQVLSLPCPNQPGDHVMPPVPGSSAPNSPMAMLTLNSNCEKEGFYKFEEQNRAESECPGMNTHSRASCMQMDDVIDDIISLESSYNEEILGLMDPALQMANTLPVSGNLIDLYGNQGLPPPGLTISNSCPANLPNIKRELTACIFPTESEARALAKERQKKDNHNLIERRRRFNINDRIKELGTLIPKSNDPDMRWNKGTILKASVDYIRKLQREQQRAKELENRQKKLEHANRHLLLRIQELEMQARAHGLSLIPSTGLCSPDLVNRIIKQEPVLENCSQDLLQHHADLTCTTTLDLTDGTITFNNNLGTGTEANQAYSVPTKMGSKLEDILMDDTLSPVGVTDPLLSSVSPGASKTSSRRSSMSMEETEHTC
TEAD-YAP block: TEAD-YAP interaction inhibition. 640,000 tested, 1.4% active. HEK-TIYL cells, TEAD-Gal4/YAP UAS-luciferase luminescence. inhibition, % at 9.12 µM. AID 1259422; in the data active = inhibition above about 32%;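 also: 0% = median of test compound wells and 100% = reference inhibitor wells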
GPR151 ag: activates the human receptor GPR151. AID 1508602. PathHunter beta-arrestin GPR151 cells, luminescence. activation, % at 11.2 µM. Q8TDV0. 650,000 tested, 1% active; in the data active = activation above about 4.9%;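 also: 0% = median of compound wells and 100% = cells with positive control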
Target sequence (Q8TDV0 whole entry, looked up): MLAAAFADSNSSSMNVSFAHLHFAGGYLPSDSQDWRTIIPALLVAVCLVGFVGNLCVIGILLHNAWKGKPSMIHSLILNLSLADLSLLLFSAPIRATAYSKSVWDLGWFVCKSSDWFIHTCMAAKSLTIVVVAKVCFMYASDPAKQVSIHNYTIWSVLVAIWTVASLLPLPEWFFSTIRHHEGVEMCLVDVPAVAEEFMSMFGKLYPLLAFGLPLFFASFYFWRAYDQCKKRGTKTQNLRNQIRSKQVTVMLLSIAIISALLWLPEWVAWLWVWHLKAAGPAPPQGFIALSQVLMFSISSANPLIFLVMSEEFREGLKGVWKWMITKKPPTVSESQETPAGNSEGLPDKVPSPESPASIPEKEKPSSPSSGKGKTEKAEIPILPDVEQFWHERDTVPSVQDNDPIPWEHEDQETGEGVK
FBW7 act: human FBW7 E3 ligase activation, primary screen; normalized activity (activation), % at 26.1 µM; AlphaScreen FBW7–phospho-cyclin E peptide binding, activator screen; 650,000 tested, 0.13% active; AID 1259310; in the data active = normalized activity above about 1.9%;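 also: purified mutant Fbw7 with reduced substrate affinity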
Numbers without * were called inactive.

SMILES	MITF inh	TEAD-YAP block	GPR151 ag	FBW7 act
O=C(Nc1ccc(S(=O)(=O)Nc2nccs2)cc1)c1cc(=O)[nH]c2ccccc12	-8.7	2.2	-2.3	-0.2
O=C(NCc1ccc2c(c1)OCO2)c1cc(S(=O)(=O)N2CCOCC2)ccc1Sc1ccc(Br)cc1	-0.8	2.9	0.8	-0.2
CCn1c(SCC(=O)c2ccc(OC)cc2)nc2c([nH]c3ccccc32)c1=O	-6.1	9.0	-0.7	0.0
CCn1cc(CN2CCN(Cc3ccc(C)cc3)C(CCO)C2)cn1 (configuration not stated)	9.4	8.9	-0.3	0.1
CCOc1ccc(Nc2nc(-c3cccs3)cs2)cc1	13.1	-31.5	-0.1	0.9
COc1ccc(N2CCN(C(=O)c3n[nH]c(=O)c4ccccc34)CC2)cc1	-3.6	-6.0	0.7	-0.2
CCOC(=O)C(C)Sc1nc(-c2ccc(Br)cc2)cc(-c2ccccc2)c1C#N (configuration not stated)	-4.7	6.7	-2.0	0.2
O=C(COc1ccccc1)OCc1csc(-c2ccccc2)n1	13.3	-19.1	-2.3	0.3
CC(C)c1nnc2n1CCN(Cc1cccc(C(F)(F)F)c1)CC2	8.6	11.1	-1.2	0.1
Cc1cc(=O)n2nc(N3CCCC3C(=O)NCCCc3ccccc3)sc2n1 (configuration not stated)	1.8	-4.5	-0.8	-0.2
C=CCN1C(=O)C2C(C(=O)Nc3cccc(SC)c3)C3C=CC2(O3)C1C(=O)NC1CCCC(C)C1C (configuration not stated)	-15.3	-0.4	0.8	0.9
Cc1ccnc(SC2CC(=O)N(c3ccccc3I)C2=O)n1 (configuration not stated)	13.6	5.5	0.9	0.4
CCOC(=O)c1c(NC(=O)c2ccc(S(=O)(=O)N3CCN(C(=O)OCC)CC3)cc2)sc2c1CCCCC2	5.6	-3.5	2.9	0.1
COc1cc(OC)cc(C(=O)O/N=C2/CCc3cc(OC)ccc32)c1	11.3	15.7	4.2	0.2
Cc1ccc(CN2CCN(C(=O)CC3C(=O)NCCN3CC(C)C)CC2=O)cc1 (configuration not stated)	-9.6	-2.1	0.5	-0.1
C=CCn1c(N2CCc3ccccc3C2)cc(=O)n(C)c1=O	-0.8	-1.1	-2.0	0.3
O=C(N/N=C/c1cccs1)c1cc(Br)ccc1O	19.6	-24.5	-0.3	0.1
Cc1nn(S(=O)(=O)N2CCCCCC2)c(C)c1Cl	8.2	3.4	3.3	0.3
N/C(=N\OC(=O)Cc1ccccc1)c1cccc(Br)c1	-3.1	-1.8	1.1	0.0
COc1cccc(NC(=O)c2cc(S(=O)(=O)NCc3ccc(C)cc3)ccc2F)c1	11.0	-3.2	-1.1	0.6
C/C(=C\c1ccco1)CN1CCc2nnc(CNC(=O)Cc3cccc(F)c3)n2CC1	9.6	10.5	0.9	0.0
C=CCNC(=O)C#Cc1ccccc1	0.1	-6.3	-1.1	-0.1
CCOC(=O)N1CCC(NCCOC)CC1	-1.4	0.6	0.4	-0.2
Nc1c(C(=O)NCCc2ccccc2)nnn1-c1cccc(C(F)(F)F)c1	10.4	-6.5	-0.8	0.1
CC(=O)Oc1ccc(C(=O)Nc2ccc(C)cc2C(=O)O)cc1	-11.8	0.6	-2.4	-0.1
O=C1CCC(CCC(=O)N2CCCN(c3nc4ccccc4o3)CC2)(Cc2ccccc2)N1 (configuration not stated)	11.7	-49.1	-0.6	0.1
Cc1ccccc1N(CC(=O)Nc1cccc([N+](=O)[O-])c1)S(=O)(=O)c1ccccc1	0.5	16.3	1.8	-0.1
CC(C)(C)NC(=O)CC(CC(=O)O)c1ccccc1 (configuration not stated)	-7.5	-5.6	0.3	0.1
Fc1ccc(CN(C(=S)Nc2ccccc2Cl)C2CCCCC2)cc1	-7.4	6.1	1.5	-0.1
CN1CCN(C(=S)Nc2ccc(Cl)cc2)CC1	-2.9	-0.4	0.1	0.0
CCc1ccc(-c2cc(C(=O)OC(CC)C(=O)c3ccccc3)c3cc(C)ccc3n2)cc1 (configuration not stated)	6.8	-6.2	-0.3	0.0
CCc1ccc2oc(-c3cccc(NC(=S)NC(=O)c4cc5ccccc5o4)c3)nc2c1	5.5	-20.9	1.1	0.3
COc1ccccc1C(=O)Nc1nnc(-c2ccccc2OC)o1	3.0	-2.5	4.5	0.1
Cc1ccc(OCc2nc(-c3cccnc3)no2)cc1	-3.0	-21.7	1.9	-0.1
CCCCC1CN(C(=O)CN2C(=O)c3ccccc3C2=O)Cc2ccccc2O1 (configuration not stated)	3.0	6.3	0.6	-0.2
COc1ccccc1Nc1ncnc2ccc(Br)cc12	-0.5	5.5	-0.3	0.1
O=C1CC(=O)NC(=Nc2ccccc2)N1	13.2	3.7	0.8	-1.4
O=C(CCCN1C(=O)c2ccccc2C1=O)NCC1CCCO1 (configuration not stated)	12.8	2.7	-1.0	0.1
Cc1ccc2nc(NC3=NC(c4ccccc4)CC(=O)N3)nc(C)c2c1 (configuration not stated)	19.2	-7.9	-1.5	0.7
CCOC(=O)C1(CC2CCCCO2)CCN(C(=O)Nc2cccc(SC)c2)CC1 (configuration not stated)	-7.8	-1.5	0.9	-0.2

Taken from above:
FBW7 act result of CC(=O)Oc1ccc(C(=O)Nc2ccc(C)cc2C(=O)O)cc1 → -0.1
TEAD-YAP block result of CC(C)(C)NC(=O)CC(CC(=O)O)c1ccccc1 (configuration not stated) → -5.6
MITF inh result of Cc1ccc2nc(NC3=NC(c4ccccc4)CC(=O)N3)nc(C)c2c1 (configuration not stated) → 19.2
MITF inh result of CCCCC1CN(C(=O)CN2C(=O)c3ccccc3C2=O)Cc2ccccc2O1 (configuration not stated) → 3.0
TEAD-YAP block result of COc1ccccc1C(=O)Nc1nnc(-c2ccccc2OC)o1 → -2.5

Only TEAD-YAP block and GPR151 ag (three entries from above):
compound | TEAD-YAP block | GPR151 ag
Fc1ccc(CN(C(=S)Nc2ccccc2Cl)C2CCCCC2)cc1 | 6.1 | 1.5
CN1CCN(C(=S)Nc2ccc(Cl)cc2)CC1 | -0.4 | 0.1
CCc1ccc(-c2cc(C(=O)OC(CC)C(=O)c3ccccc3)c3cc(C)ccc3n2)cc1 (configuration not stated) | -6.2 | -0.3

The results go on:
SMILES	MITF inh	TEAD-YAP block	GPR151 ag	FBW7 act
O=C(NC(c1ccccc1)c1ccccc1)c1ccccn1	-48.6	12.7	0.2	0.1
C=CCSC1=C(C#N)C(c2ccccc2Cl)CC(=O)N1 (configuration not stated)	-1.3	3.5	1.5	1.0
C=CCNC(=O)CCCn1c(=O)[nH]c2ccccc2c1=O	-2.4	3.8	1.5	0.0
CN(C)S(=O)(=O)Nc1ccccc1C(N)=O	2.8	1.8	0.0	-0.1
CC(C)(C)C(=O)CSc1nc2ccccc2c(=O)n1Cc1cccs1	8.3	-5.2	-0.8	-0.2
Cc1ccc(-n2c(=S)sc3c(=O)n(-c4ccccc4)c(SCC(=O)O)nc32)c(C)c1	4.6	-0.8	0.3	-0.1
COC(=O)Cc1[nH]nc2c1C(c1cccc(F)c1)C(C#N)=C(N)O2 (configuration not stated)	2.0	7.8	0.0	0.0
COc1ccccc1C1C2=C(CC(C)(C)CC2=O)Nc2[nH]c(=O)[nH]c(=O)c21 (configuration not stated)	21.4	1.9	0.3	0.5
O=C(Nc1ccc(Cl)c(Cl)c1)c1cc(I)ccc1Cl	-4.7	-11.3	1.3	0.0
CC1CCCCN1c1ccc(NC(=O)c2ncoc2-c2ccc(F)cc2)cc1C(N)=O (configuration not stated)	-5.2	-4.8	2.3	-0.2
Cc1noc(C)c1COC(=O)COc1ccc2ccccc2c1	8.3	3.5	-1.6	1.0
CCOc1ccc(/C=C2\NC(=S)N(C)C2=O)cc1OC	-5.1	-5.7	-0.9	-0.1
CC(C)OC(=S)SCC(=O)c1ccc(Br)cc1	3.8	-77.8	1.0	-0.1
CC(C)[C@H](NC(=O)c1cccc(S(=O)(=O)N2CCOCC2)c1)C(=O)O	1.7	3.3	1.1	0.7
CC1(Cc2cccc(F)c2)C(=O)Nc2ccccc21 (configuration not stated)	8.3	4.4	-0.5	0.3
COc1ccc2c(c1)cc(C)c1nn(CC(=O)NC(C)(C)C)c(=O)n12	-1.5	-0.9	-1.2	0.2
COc1ccc(CCNc2nc(N3CCc4ccccc4C3)nc3c2ncn3CCN2CCCC2=O)cc1	-7.4	10.2	0.3	-0.2
Cc1ccc(N2C(=O)CC(N3CCC(Cc4ccccc4)CC3)C2=O)cc1Cl (configuration not stated)	0.4	0.6	-0.3	0.0
COc1cccc(-c2nccnc2NS(=O)(=O)Cc2ccccc2)c1	-6.8	-17.7	-0.3	-0.6
Cc1ccccc1NC(=O)CN1C(=O)N(c2ccccc2)S(=O)(=O)c2ccccc21	12.0	10.3	2.5	0.0
O=C(Nc1ccc(F)cc1)Nc1ccc(S(=O)(=O)Nc2nccs2)cc1	16.1	4.6	-2.0	0.1
CCC(Sc1nc2ccsc2c(=O)n1CCCC(=O)NCCc1ccc(S(N)(=O)=O)cc1)C(=O)Nc1cccc(C)c1 (configuration not stated)	13.0	4.8	1.6	0.3
Clc1ccccc1COc1ccccc1CNCC1CCCO1 (configuration not stated)	14.9	-3.8	0.4	0.0
C=CCSc1nc2sc3c(c2c(=O)n1CC(=C)C)CCCCC3	-3.9	-4.5	0.6	-0.2
O=C(Nc1cccc(N2CCC(NCC3(N4CCCCC4)CCCC3)CC2)c1)C1CC1	-0.5	3.5	-0.7	0.0
COc1ccccc1C(=O)Nc1cccc(N2CCC(NC3CCOC3)CC2)c1 (configuration not stated)	11.7	-8.8	0.1	0.0
Cc1ccc(-c2nc3cccnc3o2)cc1NC(=O)COc1ccc2ccccc2c1	-1.2	-4.5	-1.1	0.2
Fc1ccc(-c2cn3cccnc3n2)cc1	5.7	-59.7	-3.4	-0.4
COc1ccc(COC(=O)C2=C(C)NC(=O)CC2c2c(F)cccc2Cl)cc1 (configuration not stated)	19.7	3.4	-1.6	-0.1
CCOc1ccc(S(=O)(=O)NCCc2csc3nc(-c4ccc(C)cc4)nn23)cc1	-12.6	6.7	-0.1	-0.1
CCOc1cc(C(=O)Nc2sc(C)c(C)c2C(N)=O)cc(OCC)c1OCC	15.2	5.1	1.5	0.1
Nc1ccccc1C(=O)Nc1ccccn1	1.8	-0.9	-0.5	0.0
O=C(NCc1cccs1)C1(c2ccccc2)CCOCC1	-1.2	4.8	-2.2	0.1
Cc1nc(NCc2cccnc2)c2c(C)c(C)sc2n1	-2.9	3.5	-0.7	0.5
O=C1C2C3C=CC(C3)C2C(=O)N1CNc1ccc(Br)cc1 (configuration not stated)	3.3	-9.3	-1.2	-0.1
CCOC(=O)c1ccc(NC(=O)CSc2nnc(NC(=O)COc3ccc(Cl)cc3)s2)cc1	-9.6	-6.8	-1.1	0.0
COC(=O)C1C(=O)NC(SCC(=O)Nc2cc(OC)c(Cl)cc2OC)=C(C#N)C1c1ccccc1OC (configuration not stated)	5.6	1.9	1.8	-0.2
Cc1cc2cc(CNC(=O)c3cc4ccccc4o3)ccc2n1C	33.1	-7.4	-1.2	1.0
CC(C)(C)C1=NN(CC(=O)NCc2ccc3c(c2)OCO3)C(=O)c2cc3ccccc3n2C1	11.1	-8.2	-0.8	0.1
Cc1ccc(C(=O)CCNc2ccccc2)o1	14.9	-19.2	2.9	0.1

Brought forward from above: 2 compounds; new compounds follow.
SMILES	MITF inh	TEAD-YAP block	GPR151 ag	FBW7 act
CC(C)(C)C1=NN(CC(=O)NCc2ccc3c(c2)OCO3)C(=O)c2cc3ccccc3n2C1	11.1	-8.2	-0.8	0.1
Cc1ccc(C(=O)CCNc2ccccc2)o1	14.9	-19.2	2.9	0.1
COc1cc(/C=C2\C(=O)NC(=O)N(c3ccc(C)cc3)C2=O)cc(Cl)c1OCC(=O)O	9.6	13.0	0.8	0.1
Cc1ccc(Nc2ncnc3c2cnn3C)c(C)c1	8.3	5.7	0.2	-0.1
COc1ccc(-c2cc(C(=O)N3C(C)CCCC3C)no2)cc1 (configuration not stated)	5.2	-53.0	-0.3	-0.1
Cc1ccc2c(nc3s/c(=C\c4ccc(OCC5CC5)cc4)c(=O)n32)c1C	3.2	-3.7	-1.8	0.0
O=CN/N=C/c1c2ccccc2cc2ccccc12	-9.2	5.9	0.4	0.0
CCOC(=O)C1=C(CN2CCc3ccccc3C2)NC(=O)NC1c1ccc(Cl)cc1 (configuration not stated)	18.6	-5.4	0.4	1.1
CN(C(=O)C1CCOC1)c1nnc(-c2ccncc2)s1 (configuration not stated)	-11.1	-2.9	2.1	-1.6
O=C(NCCN1CCOCC1)c1ccc(Cl)c([N+](=O)[O-])c1	10.5	11.3	-0.6	0.5
COCCCNC(=O)c1cc2c(s1)-c1ccc(Cl)cc1SC2	-3.9	-65.2	0.2	-0.2
OCCC1CN(Cc2nc3ccccc3[nH]2)CCN1C1CCCC1 (configuration not stated)	-4.4	-1.1	-0.5	-0.1
COc1ccc(CN2CCC(C(=O)Nc3ccc(Oc4cccnc4)cc3)CC2)cc1	-1.8	19.2	-1.2	-0.1
O=C(CSc1ncccc1C(=O)NCc1ccc(F)cc1)NCc1ccccc1	-16.5	-10.0	-2.0	0.9
CCC(=O)NC(c1ccc(OC)c(OC)c1)c1cc([N+](=O)[O-])c2cccnc2c1O (configuration not stated)	67.9*	2.2	0.5	-0.8
COc1ccc(-c2nn(-c3ccccc3)cc2C=C2C(=O)NC(=O)NC2=O)cc1	0.0	-28.1	0.4	0.0
O=C(CSC1=NC(=O)C(c2ccccc2)C(=O)N1)Nc1ccccc1[N+](=O)[O-] (configuration not stated)	30.1	-0.8	-1.7	0.0
CCSc1nsc(NC(=O)CCl)n1	4.9	12.4	0.3	0.1
CC(C)(C)c1csc2ncc(C(=O)NC3CCC(O)CC3)c(=O)n12 (configuration not stated)	7.0	-8.5	0.5	-0.2
Clc1ccc2nc(CSCc3ccccc3)cn2c1	-6.5	-56.2	2.3	-0.1
CC(Oc1cccc(Cl)c1)C(=O)NC1=NCCS1 (configuration not stated)	7.3	-70.2	2.9	0.1
